# Screens from PubChem BioAssay.
# p47phox inh = blocks human p47phox regulatory protein of NADPH oxidases | actives 0.53% (n = 220,000) | P14598 | inhibition, % at 24.7 µM | p47phox/p22phox peptide binding, fluorescence polarization, 2 h;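 further: 0% = p47phox with labelled peptide and 100% = labelled peptide alone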
# KCC2 mod = modulates chloride dependent transport by human KCC2. KCC2 cells, thallium flux FluoZin-2 fluorescence. B-score of Tl+ flux slope (higher = more flux/activation; lower = inhibition) at 10 µM. actives 2.2% (n = 190,000). AID 1456;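 active means thallium flux slope and its plate-corrected score both differing from the plate sample mean at a set confidence after two filtering rounds, in either direction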;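 further: slope of fluorescence scaled to starting intensity during 10 to 20 s after thallium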
# Target sequence (Q9H2X9 whole entry, looked up): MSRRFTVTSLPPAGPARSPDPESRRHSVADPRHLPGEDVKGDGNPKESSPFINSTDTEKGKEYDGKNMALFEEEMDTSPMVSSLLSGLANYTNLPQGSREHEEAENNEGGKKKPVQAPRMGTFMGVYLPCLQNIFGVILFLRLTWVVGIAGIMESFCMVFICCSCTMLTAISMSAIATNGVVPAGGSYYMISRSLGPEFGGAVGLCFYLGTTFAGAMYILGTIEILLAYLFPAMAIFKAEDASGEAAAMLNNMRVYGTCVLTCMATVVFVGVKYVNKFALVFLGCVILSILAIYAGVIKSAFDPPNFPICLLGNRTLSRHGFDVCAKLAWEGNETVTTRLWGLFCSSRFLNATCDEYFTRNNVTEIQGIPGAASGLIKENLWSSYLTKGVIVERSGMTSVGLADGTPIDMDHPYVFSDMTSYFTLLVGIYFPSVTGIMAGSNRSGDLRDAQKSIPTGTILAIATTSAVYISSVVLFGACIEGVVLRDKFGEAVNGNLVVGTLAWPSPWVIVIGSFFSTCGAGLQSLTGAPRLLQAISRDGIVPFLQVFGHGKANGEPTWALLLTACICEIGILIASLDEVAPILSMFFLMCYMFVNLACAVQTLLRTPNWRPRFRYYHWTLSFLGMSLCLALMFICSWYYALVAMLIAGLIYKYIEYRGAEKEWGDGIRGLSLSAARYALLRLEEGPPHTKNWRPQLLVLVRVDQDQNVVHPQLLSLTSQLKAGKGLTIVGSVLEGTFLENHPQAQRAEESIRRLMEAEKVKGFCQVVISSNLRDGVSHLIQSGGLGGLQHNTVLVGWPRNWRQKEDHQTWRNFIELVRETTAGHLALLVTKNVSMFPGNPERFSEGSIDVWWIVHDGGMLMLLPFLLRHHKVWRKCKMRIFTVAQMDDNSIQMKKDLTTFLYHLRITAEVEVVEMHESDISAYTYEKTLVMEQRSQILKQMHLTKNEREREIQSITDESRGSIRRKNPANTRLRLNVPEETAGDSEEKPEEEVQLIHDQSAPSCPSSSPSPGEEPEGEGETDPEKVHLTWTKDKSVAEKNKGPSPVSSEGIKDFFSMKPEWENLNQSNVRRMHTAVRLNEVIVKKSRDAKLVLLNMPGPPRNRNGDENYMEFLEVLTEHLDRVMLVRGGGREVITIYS
# EBV gp42 inh = EBV gp42 inhibition. AID 1085. actives 0.42% (n = 220,000). Fluorescence polarization binding assay, mP read-out. inhibition, % (tested at 21.74 µM). Q1HVG2; in the data active means inhibition above about 50%
# 14-3-3 Bad PPI = disrupts binding of bovine 14-3-3 zeta to phospho-Bad peptide | TR-FRET 14-3-3zeta/Dy647-pBad peptide displacement, 1 h | inhibition, % at 21.7 µM | P63103 | actives 0.71% (n = 220,000);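 active means inhibition above about 70%, limit read from the data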;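 further: 0% = full 14-3-3 plus peptide FRET controls and 100% = background without 14-3-3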
# Rad51 HR inh = blocks human Rad51 in homologous recombination; Q06609; hRad51 DNA strand exchange, fluorescence dequenching; inhibition, % at 10 µM; actives 0.085% (n = 200,000); AID 1385;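 active means inhibition above 40% at the single screening dose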;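 further: 0% = DMSO control wells and 100% = blanks with heterologous ssDNA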
#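 Test system – preformed human Rad51 ssDNA filaments · Reagent – Donor/quencher-labelled 47-bp dsDNA substrate · Incubation – 37 °C 15-min filament assembly, 30-min compound preincubation, 15-min exchange · Signal – FRET fluorescence dequenching, excitation 485 nm, emission 520 nm · Read-out – percent inhibition from fluorescence, normalised to plate control and blank means · Benchmarks – plate control and blank wells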
# Furin inh = inhibitors of human furin; P09958; purified furin, fluorogenic substrate cleavage; inhibition, % at 30 µM; actives 0.061% (n = 220,000); AID 463115; in the data active means inhibition above about 25%; further: inactives centre near -15
# Thrombin inh = inhibitors of human thrombin | actives 0.26% (n = 220,000) | inhibition, % at 5 µM | alpha-thrombin, Boc-VPR-AMC fluorogenic substrate cleavage;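 active means inhibition at or above 40%; inactive means inhibition below 40%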;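 further: 0% = enzyme with no compound and 100% = wells without enzyme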
#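 Test system: human alpha-thrombin; medium: pH 7.5 Tris-saline with Tween 20; times: reaction at room temperature; signal: AMC fluorescence at 355 nm excitation and 460 nm emission; also added: Boc-VPR-AMC substrate, 15 µM final; dosing: one concentration per compound, 5 µM, with 0.2% DMSO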
# hK5 inh = kallikrein 5 (human) inhibition; Q9Y337; recombinant hK5, fluorogenic AMC substrate cleavage; AID 873; inhibition, % at 5 µM; actives 0.59% (n = 210,000);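 active means inhibition of 40% or more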;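 further: 0% = enzyme controls without compound and 100% = no-enzyme blanks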
# eIF4E-4G inh = inhibitors of eIF4E and eIF4G interaction in translation initiation. P63073+Q04637. TR-FRET eIF4E-eIF4GI(517-606) binding, 2 h. inhibition, % at 21.7 µM. actives 0.37% (n = 220,000);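 further: 0% = full FRET control wells and 100% = background wells lacking eIF4GI fragment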
# An asterisk follows results filed as active; / = no result given; & = joins results of further samples; [ ] = dose if it differs, or a comment.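 How the source made its calls, unless noted: active means inhibition above about 30% (limit read from the data); inactive means the rest.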
1	CCC(=O)N1CCc2cc(S(=O)(=O)CCC(=O)Nc3cccc(C)n3)ccc21
2	C=CCN1C(=O)[C@]2(c3ccccc31)C1CCCC=C1C(C#N)=C(N)C2(C#N)C#N (stereo partly specified)
3	N=C(N)SCc1nc2ccccc2c(=O)n1-c1ccccc1
4	Cc1nnc(SCC(=O)NNC(=O)c2ccc(Br)cc2)n1C
5	CCCCC(C(=O)O)C(C)CC(=O)Nc1nncs1 (stereo unspecified)
6	COc1ccc(S(=O)(=O)N2CCN(c3nc4ccccc4nc3-n3nc(C)cc3C)CC2)cc1
7	O=C(Cn1nc(-c2ccc3c(c2)OCCO3)ccc1=O)Nc1ccc(N2CCOCC2)cc1
8	CC(CNc1ccccc1O)C(=O)O (stereo unspecified)
assay / entry | 1 | 2 | 3 | 4 | 5 | 6 | 7 | 8
p47phox inh | -4 | -9 | 1&-17 | -14 | -9 | -7 | -5 | -8
KCC2 mod | 0.0081 | 0.76 | 0.73&1.8 | 1.2 | -1.5 | -0.34 | 0.92 | -0.11
EBV gp42 inh | -4 | -12 | 1&-3 | -18 | 1 | 8 | -25 | -10
14-3-3 Bad PPI | -4 | -12[fluorescence artefact?] | 4&12 | -2 | 0 | 5 | -5[fluorescence artefact?] | -8[fluorescence artefact?]
Rad51 HR inh | 6 | -9 | -5&-22 | 4 | / | -5 | 2 | -17
Furin inh | -23 | -18[20 µM] | -19&-15 | -29 | -19 | -5[20 µM] | -20[20 µM] | -5
Thrombin inh | -1 | 2 | 14&17 | 9 | -4 | -4 | -2 | -6
hK5 inh | -29 | -9 | 29&23 | -4 | -2 | 4 | 20 | -13
eIF4E-4G inh | 11 | 1 | -4&-21 | -1 | -3 | 0 | 2 | 20

9	O=C(CC1C(=O)NCCN1Cc1ccc(-c2ccccc2)cc1)NCCOc1cccnc1 (stereo unspecified)
10	COC(=O)c1c(NC(=O)CCNCc2ccco2)sc2c1CCC2
11	CNc1c([N+](=O)[O-])cnn1-c1ccc(F)cc1
12	Cc1ccc(NC(=O)CSc2ncc(-c3ccccc3)n2C(=O)c2ccccc2)cc1
13	CCC1CCCCN1CCCNC(=O)C1CCC(Cn2c(=O)[nH]c3ccccc3c2=O)CC1 (stereo unspecified)
14	CC(C)=CCCC1(C)C=Cc2c(ccc3c2[nH]c2cc(O)c(C)cc23)O1 (stereo unspecified)
15	CC(C)c1ccc(NC(=O)C(c2ccccc2)N2CCN(C=O)CC2)cc1 (stereo unspecified)
16	Cc1ncsc1CCSc1nc2ccccc2c(=O)n1C
assay / entry | 9 | 10 | 11 | 12 | 13 | 14 | 15 | 16
p47phox inh | 10 | -7 | 0 | -13 | -15 | -12 | -14 | -15
KCC2 mod | -1.1 | -0.7 | -0.83 | 1.2 | 2.5 | 0.8 | -0.077 | -1.1
EBV gp42 inh | 4 | -7 | -2 | -7 | -10 | -7 | 10 | -10
14-3-3 Bad PPI | -14 | 16 | 5 | 5 | 1 | 3 | 24 | -5
Rad51 HR inh | 4 | 13 | 7 | -1 | 4 | -6 | -5 | -8
Furin inh | -18 | -23 | -3 | -16[20 µM] | -10[20 µM] | -21 | -14 | -5[20 µM]
Thrombin inh | -10 | 0 | 2 | 13 | 14 | 1 | 2 | -6
hK5 inh | 0 | 4 | -13 | 19 | -2 | -2 | 2 | -17
eIF4E-4G inh | -2 | 8 | 1 | -6 | 6 | 1 | 5 | -2

17	Cc1cc(NC(=O)CCN2C(=O)/C(=C\c3ccccc3Cl)SC2=S)no1
18	CCCCOCCCNC(=O)c1cccc(OC)c1
19	O=C(O)c1ccc(N2C(=O)CC(Cc3ccccc3)C2=O)cc1 (stereo unspecified)
20	CC(=O)NC1=NN(C(C)=O)C(C)(c2ccccc2)S1 (stereo unspecified)
21	CS(=O)(=O)NCCOc1ccc(S(=O)(=O)N2CCCc3ccccc32)cc1
22	COc1ccc(/C=N/N=C2/NC(=O)C(CC(=O)O)S2)cc1OCc1ccc(Cl)cc1 (stereo unspecified)
23	CCO[C@@H]1OC(C(N)=O)=C[C@H](c2cn(C(C)=O)c3ccccc23)[C@H]1CCCO
24	Cc1ccc(Cl)cc1NC(=O)CC1NCCNC1=O (stereo unspecified)
assay / entry | 17 | 18 | 19 | 20 | 21 | 22 | 23 | 24
p47phox inh | -20 | -5 | 2 | -9 | -1 | 1 | -8 | -54
KCC2 mod | / | -0.47 | -0.8 | / | -0.021 | 1.4 | 0.32 | 0.25
EBV gp42 inh | -20 | 8 | -1 | 10 | -13 | 3 | -7 | -56
14-3-3 Bad PPI | -13 | 2 | 7 | 43 | -11[fluorescence artefact?] | 8 | -3 | -4
Rad51 HR inh | 0 | 7 | -33 | 7 | 1 | 9 | 0 | -2
Furin inh | -10 | -5 | -6[20 µM] | -24[20 µM] | -14[20 µM] | -6 | 2 | -19[20 µM]
Thrombin inh | -2 | 1 | -2 | 2 | -1 | 2 | 0 | 5
hK5 inh | 0 | -11 | -18 | -11 | -10 | -14 | 8 | -5
eIF4E-4G inh | 2 | -3 | 2 | 3 | -3[fluorescence artefact?] | -2 | 0 | 0

25	Cc1ccc(-c2[nH]nc3c2C(c2ccsc2)C(C#N)=C(N)O3)cc1 (stereo unspecified)
26	CN1c2cccc3cccc(c23)N(C)C1(C)C
27	Cc1ccc(-n2c(C)nnc2SCC(=O)Nc2ccccc2)cc1
28	COc1cccc(C(C(=O)NC2CCCC2)N(Cc2ccco2)C(=O)c2ccco2)c1OC (stereo unspecified)
29	COc1ccccc1N1CCN(S(=O)(=O)c2cccs2)CC1
30	Cc1cc(N)n(-c2ccccc2)n1
31	COC(CNC(=O)C1CCCN1C(=O)OCc1ccccc1)OC (stereo unspecified)
32	O=C(CN1C(=O)c2ccccc2C1=O)Nc1ccccc1N1CCOCC1
assay / entry | 25 | 26 | 27 | 28 | 29 | 30 | 31 | 32
p47phox inh | -7 | 9 | -7 | -7 | -7 | 1 | 0 | -13
KCC2 mod | / | 0.66 | -0.22 | -0.024 | -0.012 | / | 0.63 | 1
EBV gp42 inh | -1 | -20 | -11 | -9 | -5 | -5 | -1 | -4
14-3-3 Bad PPI | 1 | 1[fluorescence artefact?] | -5 | -11[fluorescence artefact?] | 2 | -5 | -17 | -3
Rad51 HR inh | -9 | / | / | 8 | -2 | / | 33 | -3
Furin inh | -5[20 µM] | -15 | -22[20 µM] | -7[20 µM] | -23[20 µM] | -30 | -26 | -10
Thrombin inh | -5 | 2 | -8 | 1 | -5 | 0 | -9 | -2
hK5 inh | -3 | -37 | -18 | -4 | -1 | 0 | -2 | -3
eIF4E-4G inh | -13 | 10 | -1 | -4[fluorescence artefact?] | 6 | 2[fluorescence artefact?] | 0 | 4

33	Nc1nonc1-c1noc(CCCOc2ccc(Cl)cc2Cl)n1
34	CC(C)(C)C(=O)NNC(=O)c1cnccn1
35	O=C(CNS(=O)(=O)c1cccs1)NCc1ccc(F)cc1
36	COc1ccccc1-c1nc(SCc2ccccn2)n[nH]1
37	COc1cc(OC)c(C2CC(=O)N3CN(c4ccccc4)CSC3=C2C#N)cc1OC (stereo unspecified)
38	CC(C)CC(C(=O)NCc1ccccn1)N1C(=O)c2ccccc2C1=O (stereo unspecified)
39	O=C(c1ccccc1)c1cc(F)c(N2CCOCC2)cc1Cl
40	CCC(C)NS(=O)(=O)c1ccc(OCC(=O)Nc2ccc(F)cc2F)cc1 (stereo unspecified)
assay / entry | 33 | 34 | 35 | 36 | 37 | 38 | 39 | 40
p47phox inh | -2 | 5 | -2 | 6 | 9 | -2 | -15 | -1
KCC2 mod | 0.17 | -0.025 | 0.31 | / | -0.33 | 1.3 | / | 0.036
EBV gp42 inh | 0 | 11 | -12 | -4 | -17 | -17 | -12 | -10
14-3-3 Bad PPI | 6 | -10 | 44 | -6 | 8 | 15 | 1 | 4
Rad51 HR inh | 0 | 22 | 6 | -3 | -4 | / | -5 | -5
Furin inh | -27 | -16 | -10 | / | 3 | -20 | -4 | -10[20 µM]
Thrombin inh | -3 | -2 | -1 | 11 | 2 | 2 | 0 | -1
hK5 inh | 3 | -5 | -2 | 2 | -5 | -5 | 2 | -10
eIF4E-4G inh | -3 | 1 | -1 | -4 | 4 | 9 | 5 | -3[fluorescence artefact?]

41	CCOC(=O)c1cc(NC(=O)Nc2cc(C)ccn2)c(C)nc1C
42	CCN(CC(=O)NCCc1ccc(S(N)(=O)=O)cc1)Cc1nc2ccccc2c(=O)[nH]1
43	COC1(NS(=O)(=O)c2ccc(Br)cc2)C(C)=CC(=O)C=C1C
44	Cc1cc(=O)[nH]c(N=N/C(=N/Nc2ccc(O)cc2)c2ccccc2)n1
45	Cc1oc2c(CN(C)C)c(O)ccc2c(=O)c1-c1ccc2ccccc2n1
46	Cc1ccc(N2C(=O)NC3(CCCCC3)C2=O)cc1
47	OCCN1CCN(Cc2cccc(Oc3ccc(Cl)cc3)c2)CC1
48	COc1ccccc1N1CCN(Cc2nnnn2CCc2ccccc2)CC1
assay / entry | 41 | 42 | 43 | 44 | 45 | 46 | 47 | 48
p47phox inh | 25 | 1 | 8 | -30 | 5 | -8 | -11 | 5
KCC2 mod | -0.49 | 0.47 | 0.27 | -0.043 | / | 0.12 | -0.09 | -0.77
EBV gp42 inh | -22 | -22 | 3 | -7 | -15 | -16 | -17 | -16
14-3-3 Bad PPI | 39 | -4 | 7 | -10[fluorescence artefact?] | -3 | 9[fluorescence artefact?] | 12 | 42[fluorescence artefact?]
Rad51 HR inh | -5 | -2 | 4 | -2 | 4 | / | 3 | -2
Furin inh | -13 | -19 | -12 | -12[20 µM] | -21 | -14 | -15 | -36[20 µM]
Thrombin inh | -1 | 7 | -1 | 2 | 0 | -2 | -2 | -6
hK5 inh | -7 | -27 | -1 | -17 | 0 | -1 | 3 | -21
eIF4E-4G inh | 27 | -6 | -2 | 2[fluorescence artefact?] | -3 | -1 | -2 | 1

49	O=c1c2ccccc2nc(N/N=C/c2ccccc2)n1O
50	COC(=O)CCCCCC(CCC(=O)OC)NC(C)=O (stereo unspecified)
51	Cc1ccc(C(CC(=O)O)Nc2nc(N3CCOCC3)nc(N3CCOCC3)n2)cc1 (stereo unspecified)
52	Cc1cccc(OCC(=O)N2CCC(c3ccccc3)C2)c1 (stereo unspecified)
53	O=C(CSc1nc(C2CC2)nc2c1cnn2-c1ccccc1)Nc1c[nH]c(=O)[nH]c1=O
54	CC(=O)Nc1ccc2c(c1)OCCOCCOc1cc(NC(C)=O)ccc1OCCOCCOCCO2
55	COCCNC(=S)NNC(=O)c1ccco1
56	COc1ccc(S(=O)(=O)NNC(=O)c2cc3c4ccccc4n(C)c3s2)cc1
57	COc1ccc(NC(=O)C23CC4CC(C2)CC(n2cnc(Br)n2)(C4)C3)c(C)c1
assay / entry | 49 | 50 | 51 | 52 | 53 | 54 | 55 | 56 | 57
p47phox inh | -9 | -5 | -3 | -22 | -8 | -4 | 7 | 2 | -16
KCC2 mod | 1.3 | -0.58 | 1.5 | -1.1 | 0.14 | / | 1.4 | / | 0.029
EBV gp42 inh | -13 | -6 | 3 | -12 | 11 | -15 | 2 | -22 | -15
14-3-3 Bad PPI | 16 | 8 | 49 | -2 | 26 | / | -21 | -1 | -9[fluorescence artefact?]
Rad51 HR inh | -7 | -10 | / | 0 | -13 | / | -6 | -6 | -5
Furin inh | -17[20 µM] | -7 | -6 | -12[20 µM] | -5 | -8[20 µM] | -13[20 µM] | -11[20 µM] | -9[20 µM]
Thrombin inh | 3 | 24 | -2 | -4 | -3 | 3 | -12 | 3 | 2
hK5 inh | -10 | 51* | -9 | 0 | -6 | -1 | -27 | -10 | -16
eIF4E-4G inh | -1[fluorescence artefact?] | 0[fluorescence artefact?] | 3 | -3 | 4 | / | -1 | -1 | -4
